hERG WT inh: blocks the wildtype human KCNH2 potassium channel; Q12809; U2OS, BacMam KCNH2, thallium flux FluxOr; active compounds read low; activity change, % at 1.84 µM; 340,000 compounds, 0.37% hits; AID 720551;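 active means maximum activity change below -70%; inconclusive means maximum activity change between -70% and -50%; inactive means maximum activity change above -50%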; further: on the % scale 0 is the no-effect control and ±100 the full control effect
Target sequence (Q12809 whole entry, looked up): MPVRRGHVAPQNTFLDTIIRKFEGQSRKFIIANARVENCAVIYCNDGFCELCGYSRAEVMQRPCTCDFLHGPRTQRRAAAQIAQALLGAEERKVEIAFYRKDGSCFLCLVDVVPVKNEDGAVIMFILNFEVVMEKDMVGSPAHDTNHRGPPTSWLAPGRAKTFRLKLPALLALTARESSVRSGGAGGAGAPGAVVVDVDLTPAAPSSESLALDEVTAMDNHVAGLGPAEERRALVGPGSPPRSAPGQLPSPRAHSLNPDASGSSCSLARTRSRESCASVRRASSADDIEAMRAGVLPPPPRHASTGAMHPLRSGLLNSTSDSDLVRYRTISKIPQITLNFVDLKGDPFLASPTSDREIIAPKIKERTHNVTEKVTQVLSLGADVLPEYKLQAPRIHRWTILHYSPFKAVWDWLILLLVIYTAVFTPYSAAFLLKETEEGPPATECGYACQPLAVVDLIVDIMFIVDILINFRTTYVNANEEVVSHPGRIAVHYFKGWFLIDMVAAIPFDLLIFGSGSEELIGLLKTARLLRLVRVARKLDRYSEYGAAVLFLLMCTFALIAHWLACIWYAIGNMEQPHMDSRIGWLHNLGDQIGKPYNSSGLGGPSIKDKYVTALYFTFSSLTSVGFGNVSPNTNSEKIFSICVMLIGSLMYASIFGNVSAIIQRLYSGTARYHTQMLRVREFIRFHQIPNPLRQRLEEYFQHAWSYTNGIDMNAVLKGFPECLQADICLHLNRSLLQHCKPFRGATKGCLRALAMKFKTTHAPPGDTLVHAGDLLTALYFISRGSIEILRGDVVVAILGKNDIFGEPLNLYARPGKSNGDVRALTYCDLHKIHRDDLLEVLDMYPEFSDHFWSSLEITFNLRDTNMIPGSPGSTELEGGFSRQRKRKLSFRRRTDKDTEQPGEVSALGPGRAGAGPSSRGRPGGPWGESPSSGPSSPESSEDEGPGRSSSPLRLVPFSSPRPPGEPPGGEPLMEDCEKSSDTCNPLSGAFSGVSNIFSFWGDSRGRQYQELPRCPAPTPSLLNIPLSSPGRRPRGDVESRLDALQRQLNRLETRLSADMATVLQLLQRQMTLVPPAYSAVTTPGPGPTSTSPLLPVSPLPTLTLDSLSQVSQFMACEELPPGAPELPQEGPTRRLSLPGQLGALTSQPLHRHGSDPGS
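U2OS cells transduced with wild-type KCNH2 virus are loaded with FluxOr dye for 45 min, and thallium flux is measured in kinetic reads before and after stimulation buffer. Rate constants are normalized to DMSO controls.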
GALK inhibitor: galactokinase (human) inhibition. P51570. 270,000 compounds, 0.007% hits. AID 1868. Potency, µM (titrated, usually from 57.5 µM), without a hit: at the highest dose activity change, negative = inhibition, actives largely listed as inhibitors. Purified GALK, Kinase-Glo residual ATP luminescence; further: potency means the concentration at half of the fitted maximal effect; on the % scale 0 is the no-effect control and ±100 the full control effect
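GALK at 5 nM final was combined with compound, 35 uM ATP and 100 uM galactose in HEPES pH8.0 with MgCl2 and DTT. The reaction ran one hour at room temperature before luminescent ATP detection.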
CXXC DNA block: inhibitors of human MLL CXXC domain-DNA interaction | Q03164 | MLL-CXXC / FITC-HOXA9 DNA fluorescence polarization | 290,000 compounds, 0.037% hits | Potency, µM (titrated, usually from 115 µM), inactives show at the highest dose activity change, negative = inhibition, most hits filed as inhibitors; active means well fitted inhibition curve with a large enough effect in the polarisation, with a control signal flat, not every such curve was filed as active; inconclusive means small, poorly fitted or top-dose-only effect, or effect the other way, or a change in a side signal; inactive means no such curve, though single readings can be large or run the other way; the % refers to the polarisation; further: potency means the concentration at half of the fitted maximal effect
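Fluorescence polarization: 7 uM MLL-CXXC (stock) preincubated 5 min with compounds, then 50 nM fluorescein-HOX-A9 DNA (stock) added; 30 min ambient. Buffer 50 mM Tris-HCl pH 7.5, 50 mM NaCl, 1 mM DTT, 0.05% BSA.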
Coupling enz: inhibits coupling enzyme system, counter-screen for aldolase hits | 290,000 compounds, 0.67% hits | activity change, negative = inhibition, % at 58.2 µM, hits read low | AID 2472 | coupling enzyme system counterscreen, AmpLite Red fluorescence; in the data active means activity change below about -30%; further: on the % scale 0 is the no-effect control and ±100 the full control effect
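Fluorescence at 525 nm excitation and 598 nm emission measured inhibition of the coupled detection system without aldolase. Compounds (at 57.5 uM final) were preincubated 10 min at room temperature with coupling enzyme reagent before a 20 min substrate/AmpLite Red step.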
Menin-MLL TR inh: menin-MLL binding inhibition, Texas Red mutant peptide. O00255. Menin + Texas Red MLL mutant peptide, fluorescence polarization. Potency, µM (top dose mostly 61.6 µM), for the others: at the highest dose FP activity change, negative = inhibition, usual class: inhibitors. 270,000 compounds, 0.23% hits. AID 1768; active means well fitted inhibition curve with a large enough effect in the polarisation, with a control signal flat, not every such curve was filed as active; inconclusive means small, poorly fitted or top-dose-only effect, or effect the other way, or a change in a side signal; inactive means no such curve, though single readings can be large or run the other way; the % refers to the polarisation; further: potency means the concentration at half of the fitted maximal effect; % of control where 0% means no effect; many of its hits are not listed in these tables
PKM2 activator: activators of human pyruvate kinase M2. P14618. purified PKM2, Kinase-Glo ATP luminescence, activation; response scale: 0% is enzyme alone, no compound. Potency, µM (top dose mostly 57.5 µM), without a hit: at the highest dose activation, hits mostly activators. 260,000 compounds, 0.34% hits; further: potency means the concentration at half of the fitted maximal effect; on the % scale 0 is the no-effect control and ±100 the full control effect; nearly all actives have a fitted effect of over 55% in size
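Purified hPK-M2 (>95% pure) converted ADP (0.1 mM final) to ATP with 0.5 mM PEP in 50 mM imidazole pH7.2, KCl, MgCl2, Tween 20, BSA; 1 h at room temperature. ATP detected by Kinase-Glo luminescence.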
TRPV1 agonist: activates the human vanilloid receptor TRPV1 | Q8NER1 | TRPV1-expressing cells, Fluo-8 calcium influx, agonist mode | 320,000 compounds, 0.19% hits | activation, % at 8.33 µM; in the data active means activation above about 80%; inconclusive means between about 30% and that limit; further: 0% is about no effect
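Cells expressing TRPV1 were dye-loaded with Fluo-8 and read kinetically: 10 s baseline, 3 min after compound (agonist portion), then 2 min after EC20 capsaicin (allosteric enhancer portion). Calcium-bound dye fluorescence at 480/520 nm.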
B2AR arrestin: beta2AR (human) beta-arrestin recruitment activity; beta-arrestin recruitment to beta2AR, cell-based reporter; Potency, µM (top dose mostly 46.1 µM), for the others: at the highest dose activation, hits mostly activators; 330,000 compounds, 0.02% hits; AID 492947;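 further: potency means the concentration at half of the fitted maximal effect; 0% = DMSO controls and full agonism = EC100 isoproterenol or metaproterenol; nearly all actives have a fitted effect of over 65% in size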
USP2a block: blocks human ubiquitin-specific protease USP2a; O75604; USP2 core, Ub-CHOP2 coupled fluorogenic reporter, 485/531; Potency, µM (titrated, usually from 38.3 µM), inactives show at the highest dose activity change, negative = inhibition, most hits filed as inhibitors; 330,000 compounds, 0.01% hits; AID 463254;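 further: potency means the concentration at half of the fitted maximal effect; plate controls were DMSO wells for no effect and full inhibition by NEM control for full effect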
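Deubiquitinase activity read as fluorescence (485/531 nm) after Ub-CHOP2 cleavage activates the enterokinase reporter on its substrate; USP2 core 10nM, Ub-CHOP2 and substrate 25nM each, 30min compound preincubation then 60min RT; data normalized to NEM, curves fitted.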
Giardia killer: Giardia lamblia killing; Giardia lamblia trophozoite viability; activity change, % at 7.66 µM, hits read low; 340,000 compounds, 0.15% hits; AID 540267; in the data active means activity change below about -80%; inconclusive means between about -30% and that limit;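 further: parasites exposed to compound for two days anaerobically before the ATP read; on the % scale 0 is the no-effect control and ±100 the full control effect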
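Trophozoite viability was measured as ATP-dependent luminescence, read 15-30 min after reagent addition. Before that, parasites at 100 cells/well were exposed to compounds for 48 h, anaerobically, at 37 deg C.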
KCNH2 3.1 inh: KCNH2 3.1 (human) potassium channel inhibition. activity change, % (tested at about 1.8 µM). AID 720553. 340,000 compounds, 0.95% hits. U2OS KCNH2 3.1, thallium flux FluxOr; active compounds read low;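 active means maximum activity change below -70%; inconclusive means maximum activity change from -70% to -50%; inactive means maximum activity change above -50%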;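 further: thallium influx rate constant from kinetic fluorescence after stimulation buffer; on the % scale 0 is the no-effect control and ±100 the full control effect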
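Steps: virus added to U2OS suspension (4 h, RT, dark); medium with 10% FBS added, cells plated, 37 C overnight; FluxOr/Red40 loading buffer 45 min RT; stimulation buffer, 2 min kinetic read; rate constant normalized.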
The depositor's hits bear a star; ? = inconclusive; . = no result given; [ ] = another dose, or the depositor's remark. Unless noted, the call rests on the fitted dose curve; in most records, active means well fitted curve in the direction sought with a large enough effect; inconclusive means small, poorly fitted or top-dose-only effect, or another doubt; inactive means no such curve, though single readings can be large; an effect the other way counts as inactive or inconclusive. Not all compounds are listed. The share of hits here may be higher or lower than overall.

The line under a structure holds: hERG WT inh, GALK inhibitor, CXXC DNA block, Coupling enz, Menin-MLL TR inh, PKM2 activator, TRPV1 agonist, B2AR arrestin, USP2a block, Giardia killer, KCNH2 3.1 inh
Cc1ccc(NC(=O)C2C(c3ccccc3)C=CC(c3ccccc3)C2C(=O)O)cc1 (stereo not given)
  0, 1%, -7%, 14, ?, -2%, -2, 0.0%, -5%, 5, -1
CCOc1ccc(S(=O)(=O)Nc2ccccc2SC)cc1
  25, 1%, 3%, 2, 0%, 1%, -2, -0.5%, -4%, 5, -7
Cc1nnc(-c2cnn(-c3ccccc3)c2N)n1Cc1ccc(F)cc1
  -15, -5%, 0%, 0, 6%, -2%, 1, 0.2%, 1%, 16, 1
Cn1nnnc1SCc1nc2ccccc2s1
  3, 2%, -2%, -1, 0%, 1%, 0, -0.2%, 1%, 8, 9
COc1ccc(CN2CCN(Cc3ccc(C(F)(F)F)cc3)CC2)cc1
  0, -7%, 4%, -1, -19%, -6%, 4, 0.4%, 2%, -3, -49
O=C(CC1S/C(=N/N=C/c2ccco2)NC1=O)Nc1cccc(Cl)c1Cl (stereo not given)
  -2, 2%, 16%, 2, ?, -11%, 1, 0.6%, -3%, 22, 8
CN(CC(=O)Nc1cccc(F)c1)C(=O)CN1C(=O)C2CCCCC2C1=O (stereo not given)
  -6, ., ., ., ., ., 0, -0.1%, 0%, -15, 8
CCOC(=O)C(=NC1CCCCC1)NNc1cccc(C(F)(F)F)c1
  0, 2%, 9%, 0, -1%, -1%, ?, -0.3%, 4%, 0, -7
NC(=O)c1ccccc1N/C=C/C(=O)c1ccc(F)cc1
  10, 1%, -5%, -7, -7%, -52%, -4, -0.2%, -8%, -14, -7
COc1cccc(-n2nnnc2SCC(=O)Nc2nc3c(s2)CCCC3)c1
  2, 0%, -3%, 1, -13%, 2%, 0, 5.3%, -6%, -1, -10
COc1cccc(OCCn2cccc2/C=C2/C(=N)N3OC(C)=CC3=NC2=O)c1
  -11, 0%, 7%, 1, ?, -2%, ?, 4.4%, 2%, -3, -22
Fc1ccccc1C1CCN(Cc2nc(COc3ccccc3)no2)C1 (stereo not given)
  -2, -4%, -3%, -2, -19%, 8%, 25, -0.5%, 3%, 3, 1
Cc1cc(OCCn2ccnc2)ccc1C(C)C
  1, 0%, 0%, 1, -17%, 13%, -3, 14%, 0%, 10, 3
Cc1nn2c(c1-c1ccccc1)N=C(c1ccco1)CC2c1ccccc1 (stereo not given)
  1, -3%, -2%, -1, ?, 16%, 10, ?, 3%, -7, -4
COc1ccc(-c2cnc(N)n2C)cc1
  -11, 4%, -1%, 1, -15%, -1%, 0, -0.2%, -1%, 5, -3
O=C(Nc1cccn2ncnc12)c1cccc(C(F)(F)F)c1
  -1, 0%, 2%, -1, 21%, 1%, ?, 0.0%, -9%, -6, 6
CCOC(=O)c1cnc(SCC(=O)Nc2ccc(N3CCOCC3)c(Cl)c2)nc1N
  -7, -3%, 1%, 2, 16%, 5%, 12, 0.1%, 0%, -9, 10
Cc1ccc(S(=O)(=O)NCC(=O)NNC(=O)c2ccccc2Cl)cc1C
  -2, ., ., ., ., ., ., 0.0%, 3%, -3, -14
O=C(Cn1nnc(-c2ccccc2)n1)Nc1cccc(S(=O)(=O)N2CCCC2)c1
  -9, ., ., ., ., ., 6, -0.8%, -1%, -13, -12
Cc1ccc(NC(=O)Cn2cc(C=O)c3ccccc32)cc1
  -1, 3%, -1%, 2, ?, -1%, -7, -3.4%, 3%, 3, 23
COc1ccc2c(CCNC(N)=S)c[nH]c2c1
  -3, -2%, 2%, -5, ., 5%, 7, -0.4%, 7%, ?, -8
O=C1CSCN1c1ccc(Cl)c(Cl)c1
  -5, 1%, -12%, 0, -3%, -1%, 11, 0.1%, 0%, 1, 3
O=C(O)CCc1ccc(S(=O)(=O)NCCc2ccccc2)cc1
  -39, 2%, 6%, 4, 1%, 16%, -2, -0.2%, -2%, -9, -3
CCCN(c1ccc(C(=O)OC)cc1)S(=O)(=O)c1ccccc1
  7, 0%, -2%, 2, 1%, 2%, 22, 0.0%, -3%, 8, -2
COc1cc(OC)cc(C(=O)NCC2CCCO2)c1 (stereo not given)
  0, -2%, -1%, 1, -5%, -6%, -2, 0.0%, 1%, 12, -5
C=CCn1nc2n(c1=O)-c1ccccc1SC2
  1, 1%, -1%, 0, ., -5%, -8, 0.5%, 0%, -11, 16
CN(C)c1nc2c(c(N)nn2-c2ccc(Cl)cc2)c(=O)o1
  -2, 2%, -22%, 4, 8%, 1%, 5, 0.0%, 1%, -2, 5
COc1cccc2c(Cl)c(CC=C(Cl)Cl)c(C)nc12
  -5, 6%, -9%, 0, -15%, -6%, 1, -0.3%, -1%, 3, 2
Cc1cc(C)cc(NC(=O)c2ccc(CSc3nnnn3C)cc2)c1
  4, -2%, 7%, -2, 5%, 0%, 13, 0.2%, 1%, -2, -11
COc1ccc(C2C(C(=O)OC3CCCCC3)=C(C)Nc3nnnn32)c(OC)c1OC (stereo not given)
  -13, ., -3%, -4, 2%, -2%, 18, 0.3%, 0%, -23, 1
O=C(CCSc1ccc(Cl)c(Cl)c1)NC12CC3CC(CC(C3)C1)C2
  -15, 2%, 5%, 0, -4%, 2%, -2, 0.1%, -7%, -12, -18
CS(=O)(=O)N(CC(=O)Nc1ccccc1C(=O)NCCc1ccccc1)c1ccc2c(c1)OCCO2
  -9, -3%, 16%, -3, -2%, 2%, 1, -0.1%, -2%, 10, -17
C=CCNC(=O)CC(=O)N/N=C/c1cccc(C)c1
  2, 1%, 7%, 0, 14%, 0%, 2, 3.8%, 3%, -12, 13
Cc1nnc(SCC(=O)N(C)Cc2ccccc2)[nH]c1=O
  1, 2%, 0%, -1, -2%, -2%, 1, -0.1%, 3%, -7, -4
CCOC(=O)c1nnn(CC(=O)N2N=C(c3ccccc3)CC2c2ccccc2)c1C(=O)OCC (stereo not given)
  -37, 1%, -2%, -1, -7%, -7%, 0, 0.2%, -1%, 23, ?
CCCNC(=O)CN(C)S(=O)(=O)c1ccc(F)cc1
  -14, 0%, ?, 0, -10%, -20%, -8, -0.6%, 0%, 2, 5
COc1ccc(N2CCN(c3ccc([N+](=O)[O-])nc3)CC2)cc1
  1, 1%, -2%, 1, 16%, -1%, -4, -0.1%, -3%, 17, 3
O=C(Nc1cccc([N+](=O)[O-])c1)c1ccccc1
  2, 1%, -18%, -3, ., -13%, ., -0.9%, 0%, -4, -1
Cc1cc(-c2nnc(SCC(=O)Nc3nc(-c4ccc(Cl)cc4)cs3)o2)no1
  -5, -1%, -3%, 3, ., -4%, 0, 0.0%, -3%, 14, 15
COc1ccc(C2NC(C(=O)O)Cc3c2[nH]c2ccccc32)cc1OC (stereo not given)
  -4, 0%, -5%, 3, ., -2%, -7, 0.1%, 3%, 9, 3
CC(=O)C1C(=O)CC(C)(O)C(C(C)=O)C1c1ccccc1 (stereo not given)
  0, 0%, -4%, 3, 1%, 4%, -1, -0.2%, 4%, 2, -1
CCOc1ccc(N2CC(C(=O)NCCCc3ccccc3)CC2=O)cc1 (stereo not given)
  4, ., ., ., ., ., 4, -2.4%, 0%, 31[activator], 15
Cn1c(NC(=O)c2ccccc2Br)cc(=O)n(C)c1=O
  -5, 0%, 2%, 1, 10%, -1%, -1, 0.1%, 1%, -30, -11
CC(=O)N1c2ccc([N+](=O)[O-])cc2NC(=O)CC1C (stereo not given)
  -1, ., 5%, 5, -2%, 1%, -3, -0.3%, 3%, 8, -5
COc1ccc(C2/C(=C(/O)c3ccccc3)C(=O)C(=O)N2C)cc1 (stereo not given)
  2, 4%, 5%, -3, -16%, -1%, 1, -0.1%, -1%, 32[activator], 7

Compound activity as filed in PubChem BioAssay.
